RNase H inhibition = RNase H inhibition, HIV 1 Gag Pol polyprotein, FRET biochemical assay, screening (AID 372); HIV-1 RT RNase H, FRET RNA/DNA substrate fluorescence; higher % means a stronger effect; inhibition, % at 10 µM, or IC50 in µM where a hit was titrated; 100,000 tested, 0.77% active; in the data active = inhibition above about 50%
* marks the source's active call; other numbers are inactive results. Only part of the results is shown; count on the stated rates, not on these rows.

SMILES	RNase H inhibition
COc1ccccc1CNCc1ccc([N+](=O)[O-])cc1	13%
O=C(O)CCCN1C(=O)C(=O)/C(=C(/O)c2ccccc2)C1c1ccccc1F (centres undefined)	0%
CCOc1ccccc1Nc1nc(-c2ccc(OC)cc2)cs1	11%
CCCCC(CC)OCCCN=Cc1c(O)[nH]c(=S)[nH]c1=O (centres undefined)	17%
Cc1cc(C)c(OCCCCCN2CCOCC2)c(C)c1	5%
Brc1ccc(N2COc3ccc4ccccc4c3C2)cc1	18%
FC(F)(F)c1cccc(Nc2nc(-c3ccccc3)cs2)c1	18%
O=C(NN1CCOCC1)c1ccc([N+](=O)[O-])cc1[N+](=O)[O-]	11%
COc1cc(C=C2C(=O)NC(=O)NC2=O)cc(Br)c1OCc1ccc(Cl)cc1	48%
O=C(Nc1ccccc1I)c1cccs1	0%
CCn1c(=O)c(C(=O)Nc2ccccc2OC)c(O)c2ccccc21	7%
Cc1cccc(C(=O)Nc2sc3c(c2C(=O)N2CCCCCC2)CCCCC3)c1	10%

In another format: entries from further up
Structure: O=C(O)CCCN1C(=O)C(=O)/C(=C(/O)c2ccccc2)C1c1ccccc1F (centres undefined)
  RNase H inhibition = 0%

Structure: CCOc1ccccc1Nc1nc(-c2ccc(OC)cc2)cs1
  RNase H inhibition = 11%

Structure: CCCCC(CC)OCCCN=Cc1c(O)[nH]c(=S)[nH]c1=O (centres undefined)
  RNase H inhibition = 17%

Structure: Cc1cc(C)c(OCCCCCN2CCOCC2)c(C)c1
  RNase H inhibition = 5%

Carrying on.
SMILES	RNase H inhibition
Cc1ccc(N2C(=O)NC(=O)/C(=C/c3cc(C)n(-c4ccc(-c5ccccc5)cc4)c3C)C2=O)cc1	22%
Cn1cc(C(=O)N/N=C/c2ccc(O)cc2O)ccc1=O	6%
CS(=O)(=O)N(CC(=O)NCCSc1ccccc1)c1ccc(F)cc1	2%
COc1cccc(OCCOCCOc2ccc(C)cc2Br)c1	10%
Cc1cccc(N2C(=O)CC(N3CCN(C/C=C/c4ccccc4)CC3)C2=O)c1 (centres undefined)	11%
CCOc1ccc(/C=N/Nc2ccc([N+](=O)[O-])cc2)cc1	2%
Cc1ccc(Nc2cc(C)nc(-c3ccccc3)n2)cc1	5%
O=C1OC(C23CC4CC(CC(C4)C2)C3)=N/C1=C\c1ccccc1	7%
CCOC(=O)c1ccc(NC(=O)c2cccc([N+](=O)[O-])c2)cc1	16%
O=C(N/N=C/c1ccc([N+](=O)[O-])o1)c1ccc(F)cc1	10%
CCOC(=O)C1=C(C)N=c2s/c(=C\c3cccc(OC)c3)c(=O)n2C1c1ccc(C)cc1 (centres undefined)	2%
COc1ccc(/C(N)=N/OC(=O)COc2ccc(C)cc2C)cc1	39%
Cc1cc(OCC(=O)NNC(=O)COc2ccc(Br)cc2Br)cc(C)c1Cl	4%
COc1ccc(C2NN=C(Cc3ccccc3)S2)cc1OC (centres undefined)	4%
O=[N+]([O-])c1ccccc1S(=O)(=O)Oc1ccccc1/C=N/n1cnnc1	7%
Fc1ccccc1OCCCCCCN1CCOCC1	15%
CSc1ccc(/C=N/NC(=O)c2cccnc2)cc1	15%
COc1cc(/C=C2\S/C(=N\S(=O)(=O)c3ccc(C)cc3)NC2=O)c([N+](=O)[O-])cc1OC	15%
CCOC(=O)C1=C(C)N=c2s/c(=C\c3ccc(Cl)cc3)c(=O)n2C1c1ccc(Cl)cc1 (centres undefined)	12%
CCOc1ccc(CN(CCc2ccc3c(c2)OCO3)Cc2cc(OC)cc(OC)c2)cc1	0%
CC(C)CNC(=O)/C(=C/c1ccc(N(C)C)cc1)NC(=O)c1ccccc1	0%
Cc1cc(Cl)ccc1OCC(=O)Nc1cccc(F)c1	21%
O=C1CCCC2=C1C(c1cccc([N+](=O)[O-])c1)Nc1ccccc1N2 (centres undefined)	7%
COC(=O)c1ccc(N2C(=O)CC(N3CCC(O)CC3)C2=O)cc1 (centres undefined)	9%

Reprinted at random: 3 records from the list
SMILES	RNase H inhibition
COc1ccc(C2NN=C(Cc3ccccc3)S2)cc1OC (centres undefined)	4%
CCOc1ccc(CN(CCc2ccc3c(c2)OCO3)Cc2cc(OC)cc(OC)c2)cc1	0%
COc1cc(/C=C2\S/C(=N\S(=O)(=O)c3ccc(C)cc3)NC2=O)c([N+](=O)[O-])cc1OC	15%

Next compounds
SMILES	RNase H inhibition
CCCc1nnc(NC(=O)Nc2ccc(Cl)cc2)s1	11%
CCCOc1ccccc1C1C(C(=O)OCCc2ccccc2)=C(C)NC2=C1C(=O)CC(c1ccc(OC)cc1)C2 (centres undefined)	6%
COc1ccccc1OCCNC(=O)c1ccccc1I	0%
Cc1cccc(-c2noc(COc3ccc(Cl)cc3)n2)c1	0%
Cc1ccc(C(=O)Nc2ccc(Cl)cc2Cl)o1	3%
CN(C)c1ccc(/C=N/NC(=O)CSc2ccc3ccccc3n2)cc1	8%
COc1ccc(S(=O)(=O)NNc2ccc([N+](=O)[O-])cc2[N+](=O)[O-])cc1	8%
COc1ccc(C(=O)N2CC(c3ccc(Cl)cc3)CC2=O)cc1 (centres undefined)	13%
O=C(COc1ccc(Cl)cc1Br)N/N=C/c1cccc(OC(=O)c2ccccc2Cl)c1	11%
O=C1ON=C(c2ccc(Cl)cc2)/C1=C/c1ccc(O)cc1	21%
COc1cc(C(=O)Nc2ccc3oc(-c4cc(Cl)ccc4Cl)nc3c2)cc(OC)c1OC	16%
COc1ccc(S(=O)(=O)N(CC(=O)NN=C2CCCCCCC2)c2cc(C)cc(C)c2)cc1OC	8%
CCOC(=O)N1CCN(CC(O)COCc2ccc(Cl)cc2)CC1 (centres undefined)	2%
COc1ccc(N(CC(=O)Nc2cc(Cl)ccc2C)S(C)(=O)=O)cc1	9%
CCc1c(C)nc2[nH]nc(-c3cccc(-c4n[nH]c5nc(C)c(CC)c(=O)n45)n3)n2c1=O	15%
CCOc1cc(/C=C2\SC(=S)N(Cc3ccccc3)C2=O)ccc1OCc1ccc([N+](=O)[O-])cc1	9%
CCOC(=O)C1(Nc2ccc(C)cc2)Sc2cc(C)ccc2NC1=O (centres undefined)	36%
OC(CN1CCCCC1)Cn1c2c(c3ccccc31)CCCC2 (centres undefined)	15%
Brc1ccc(OCCOc2cccc(/C=N/n3cnnc3)c2)cc1	20%
COc1ccc(C(=O)/C=C/Nc2cccc(Cl)c2Cl)cc1	14%
COc1cc(-c2nc3ccccn3c2/N=C/c2cccc([N+](=O)[O-])c2O)ccc1O	4%
Cc1ccccc1N1C(=O)NC(=O)/C(=C\c2cccn2-c2ccc(Br)cc2)C1=O	33%
COc1ccc(NC(=O)c2ccccc2F)cc1Cl	5%
O=C(Nc1ccccc1C(F)(F)F)c1ccccc1[N+](=O)[O-]	6%
COc1ccc(Cl)cc1Nc1nc(-c2cccnc2)cs1	5%
Cc1cnn(-c2cc(N/N=C/c3cccc(Cl)c3)ncn2)c1	0%
Cc1oc(C(C)(C)C)cc1C(=O)N1CCCC1C(=O)O (centres undefined)	6%
CCOc1ccc(N2C(=O)CC(Sc3nc(-c4ccccc4)c4ccccc4n3)C2=O)cc1 (centres undefined)	13%
CCOc1ccc(C=Nc2ccc(Cl)c([N+](=O)[O-])c2)cc1	11%
N=c1c2c3c(sc2ncn1CCCO)CCCCC3	8%
Cc1ccc(OCCOCCN2CCN(C)CC2)cc1C	8%
N#Cc1ccc(/C=N/Nc2nc(-c3ccc(Cl)cc3)cs2)cc1	43%
CC(=O)N1CCN(c2cc(N3CCOCC3)c(F)cc2[N+](=O)[O-])CC1	0%
COc1ccccc1-c1c(C(F)(F)F)oc2cc(OC(=O)c3ccco3)ccc2c1=O	10%
COc1ccc(CCn2c(O)c(C3=c4cc(Br)ccc4=NC3=O)sc2=S)cc1OC	0%
COc1ccc(/C=C2/C=C(c3ccc(OC)cc3OC)OC2=O)cc1	2%

Quoted from the listing.
In RNase H inhibition, COc1ccc(Cl)cc1Nc1nc(-c2cccnc2)cs1 shows 5%
In RNase H inhibition, Cc1oc(C(C)(C)C)cc1C(=O)N1CCCC1C(=O)O (centres undefined) shows 6%

Next part
SMILES	RNase H inhibition
COc1ccc(Cl)cc1C(=O)Nc1ccccc1I	0%
O=[N+]([O-])c1cccc(Nc2ncnc3ccccc23)c1	6%
CN1CCN(Cc2c(O)ccc3cc(-c4nc5ccccc5s4)c(=O)oc23)CC1	0%
CCOC(=O)C1CCCN(C(=O)c2cccc(Cl)c2)C1 (centres undefined)	13%
COc1cc([N+](=O)[O-])ccc1NC(=S)NC(=O)c1cccc(F)c1	10%
COc1ccc(/C=N/NC(=O)c2cc(=O)[nH]c3ccccc23)cc1OC	0%
COc1ccc(Oc2ccc(N)cc2)cc1	11%
COc1ccc(C2=NN(C(C)=O)C(c3ccc([N+](=O)[O-])cc3)C2)cc1 (centres undefined)	14%
O=[N+]([O-])c1ccc(NCCCNS(=O)(=O)c2ccccc2)c(Cl)c1	11%
Cc1cc(C)c(S(=O)(=O)N2CCCC2=O)c(C)c1	0%
Cc1cc(NC(=O)CSc2nc(-c3ccccc3)cc(-c3ccccc3)n2)no1	9%
O=C(CCN1C(=O)C2C3C=CC(C4CC34)C2C1=O)OCC(=O)c1ccc(Cl)cc1 (centres undefined)	7%
Cc1ccccc1-c1nc2ccccc2c(=O)n1/N=C/c1c[nH]c2ccccc12	10%
O=C(N/N=C/c1cccs1)c1ccc(N2CCCC2=O)cc1	5%
CCN(CC)Cn1[nH]c(=O)ccc1=O	15%
OCC#CC(O)(c1ccc(F)cc1)c1ccc(F)cc1	8%
c1ccc(Nc2nc3nonc3nc2N2CCOCC2)cc1	13%
CC(=O)NC(NC(C)=O)c1cccc([N+](=O)[O-])c1	5%
O=C1NC(=S)N(c2ccc(Cl)cc2)C(=O)/C1=C\C=C\c1ccccc1[N+](=O)[O-]	3.3µM*
CCOc1c(I)cc(/C=C2\C(=O)ON=C2c2ccccc2)cc1OC	3%
CCCCOc1ccc(/C=N/NC(=O)COc2ccccc2OC)cc1	6%
O=C(Nc1ccccc1O)c1cc(S(=O)(=O)N2CCOCC2)c(Cl)cc1Cl	10%
O=c1c(-c2cccc3ccccc23)c(C(F)(F)F)oc2c(CN3CCCCC3)c(O)ccc12	13%
Cc1cc(C)c(S(=O)(=O)N2CCCCCC2)cc1S(=O)(=O)N1CCCCCC1	9%
C(=N/Nc1nccs1)/c1ccc(OCc2ccccc2)cc1	11%
Oc1ccc(/C=N/Nc2nc3ccccc3s2)c(O)c1	11%
CC(C)c1ccc(NC(=O)c2c(Cl)cccc2Cl)cc1	10%
O=C(Nc1ccccc1[N+](=O)[O-])c1cc(-c2cccs2)nc2ccccc12	0%
Cc1ccc(NC(=O)CCN2C(=O)S/C(=C\c3ccccc3)C2=O)cc1	32%
COc1ccc(C(=O)/C=C/Nc2ccc([N+](=O)[O-])cc2)cc1OC	0%
O=S(=O)(c1ccc(Cl)cc1)N1CCC(Cc2ccccc2)CC1	15%
COc1cc(/C=C2/SC(=S)N(C)C2=O)ccc1OCc1cccc2ccccc12	23%
CCC(=O)Nc1ccc2nn(-c3ccc(C)c(Cl)c3)nc2c1	16%
Cc1ccc(SCC(=O)N/N=C/c2ccc(OCC(=O)NC(C)c3ccccc3)cc2)cc1 (centres undefined)	29%
COc1ccc(-c2nc3cc(NC(=O)c4cc5ccccc5o4)ccc3o2)cc1Cl	18%
COc1ccc(CNC(=O)CN(CCc2ccccc2)S(=O)(=O)c2ccc(OC)cc2)cc1	17%

Structures shown so far with bromine:
SMILES	RNase H inhibition
Brc1ccc(N2COc3ccc4ccccc4c3C2)cc1	18%
COc1cc(C=C2C(=O)NC(=O)NC2=O)cc(Br)c1OCc1ccc(Cl)cc1	48%
COc1cccc(OCCOCCOc2ccc(C)cc2Br)c1	10%
Cc1cc(OCC(=O)NNC(=O)COc2ccc(Br)cc2Br)cc(C)c1Cl	4%
O=C(COc1ccc(Cl)cc1Br)N/N=C/c1cccc(OC(=O)c2ccccc2Cl)c1	11%
Brc1ccc(OCCOc2cccc(/C=N/n3cnnc3)c2)cc1	20%
Cc1ccccc1N1C(=O)NC(=O)/C(=C\c2cccn2-c2ccc(Br)cc2)C1=O	33%
COc1ccc(CCn2c(O)c(C3=c4cc(Br)ccc4=NC3=O)sc2=S)cc1OC	0%

Other compounds follow:
SMILES	RNase H inhibition
CCCN(CCC)C(=O)c1ccccc1NC(=O)c1ccccc1Cl	24%
COc1ccc(NC(=O)C(C)Sc2ccc(Cl)cc2)cc1Cl (centres undefined)	6%
CC(=O)OCC12COC(C)C(C1)C(C)=CC2C (centres undefined)	8%
Cc1ccc(S(=O)(=O)N/N=C/c2ccc([N+](=O)[O-])s2)cc1	4%
CCOc1ccc(/C=C(/C#N)c2nc(-c3ccc(Br)cc3)cs2)c(OCC)c1	9%
COc1cc(C2Nc3ccccc3C(=O)N2c2ccc(C)cc2)ccc1O (centres undefined)	19%
O=C1Nc2ccccc2C1=Cc1nc2ccccc2c(=O)n1-c1cccc2ccccc12	11%
CCCCOc1ccc(C=C2C(=O)NC(=S)NC2=O)cc1OC	18%
CCCCOC(=O)NC(Nc1ccccc1F)(C(F)(F)F)C(F)(F)F	13%
C/C(CC(=O)N1CCCCC1)=N\NC(=O)c1cccc(O)c1	0%
CC(=O)N(C)c1ccc(NC(=O)c2ccccc2C(=O)O)cc1	8%
CCN(CC)C(=O)c1ccc(CN(c2cc(Cl)ccc2C)S(=O)(=O)c2ccccc2)cc1	7%
O=C(c1ccc(F)cc1)c1ccc(-c2nc3ccccc3nc2-c2ccccc2)cc1	16%
O=C(O)c1cccc(N2Cc3ccc(Br)cc3C2)c1	12%
O=C(NCc1ccc2c(c1)OCO2)c1ccc(Cl)cc1[N+](=O)[O-]	3%
O=C(O)c1ccc(N=C2SCC(=O)N2Cc2ccccc2)cc1	7%
COC(=O)c1ccccc1NC(NC(=O)c1ccco1)C(=O)c1ccccc1 (centres undefined)	4%
COc1ccc(NC(=S)NC(=O)c2ccc(Cl)cc2)cc1	4%
COc1ccc(S(=O)(=O)NC(C)c2ccccc2)cc1Br (centres undefined)	15%
CCC(Oc1ccccc1)C(=O)Nc1cccc2c1C(=O)c1ccccc1C2=O (centres undefined)	15%
CC(O)C(=O)N/N=C/c1cccc2ccccc12 (centres undefined)	6%
COC(=O)c1ccc(Oc2cc(-n3nc(C)cc3C)nc(-c3ccccc3)n2)cc1	10%
Cc1ccccc1Nc1ccc([N+](=O)[O-])cn1	26%
Cc1ccccc1-c1n[nH]c(=S)n1C1CCCCC1	2%
